Screens (PubChem)
Chronic BCR inh: chronic active BCR signaling inhibition; ABC-DLBCL IkBa-CBG/CBR reporter, luminescence ratio, 4 h; Potency, µM (series often up to 46.1 µM), for inactives: top-dose ratio change, negative = lower green/red ratio, usual class: inhibitors; actives 0.05% (n = 340,000); active = well fitted inhibition curve with a large enough effect in the signal ratio, with a control signal flat, not every such curve was filed as active; inconclusive = small, poorly fitted or top-dose-only effect, or effect the other way, or a change in a side signal; the % refers to the signal ratio;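 note: potency is the fitted concentration of half-maximal effect; plate controls were basal doxycycline-induced cells for no effect and cells given 10 µM MG132 for full effect; MG132 reads +100%, hits lower the ratio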
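Concentration-response series (up to 46 uM) were applied to TMD8 dual-reporter cells for 4 h at 37C with doxycycline. Green/red ratio, after filter-overlap correction, defined %Activity; red signal alone was normalised to basal cells and zero luminescence.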
ASM inhibitor: blocks human secretory acid sphingomyelinase. P17405. placental ASM, HMU-PC fluorogenic substrate, 60 min. Potency, µM (top dose mostly 57.5 µM), without a hit: at the highest dose activity change, negative = inhibition, hits mostly inhibitors. actives 0.006% (n = 340,000); note: potency is the fitted concentration of half-maximal effect
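Steps: dispense placental human ASM, pin compound, wait 10 min at room temperature, add HMU-PC0 substrate at 9 uM final, incubate 60 min at 37 °C, add stop solution raising pH to 10, read fluorescence.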
TSHR antag: blocks TSH signaling through the human TSH receptor. P16473. TSHR-expressing cells, TSH-stimulated cAMP HTRF, 2 h; active compounds read low. activity change, negative = inhibition, % at 11.5 µM. actives 0.2% (n = 330,000). AID 504810;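 active = activity change below a set negative limit, meaning inhibition stronger than a set level, cut at about -70% in these data; inconclusive = activity change between two set negative limits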; note: % is set by controls: 0 for no effect and ±100 for the full control effect
Target sequence (P16473 whole entry, looked up): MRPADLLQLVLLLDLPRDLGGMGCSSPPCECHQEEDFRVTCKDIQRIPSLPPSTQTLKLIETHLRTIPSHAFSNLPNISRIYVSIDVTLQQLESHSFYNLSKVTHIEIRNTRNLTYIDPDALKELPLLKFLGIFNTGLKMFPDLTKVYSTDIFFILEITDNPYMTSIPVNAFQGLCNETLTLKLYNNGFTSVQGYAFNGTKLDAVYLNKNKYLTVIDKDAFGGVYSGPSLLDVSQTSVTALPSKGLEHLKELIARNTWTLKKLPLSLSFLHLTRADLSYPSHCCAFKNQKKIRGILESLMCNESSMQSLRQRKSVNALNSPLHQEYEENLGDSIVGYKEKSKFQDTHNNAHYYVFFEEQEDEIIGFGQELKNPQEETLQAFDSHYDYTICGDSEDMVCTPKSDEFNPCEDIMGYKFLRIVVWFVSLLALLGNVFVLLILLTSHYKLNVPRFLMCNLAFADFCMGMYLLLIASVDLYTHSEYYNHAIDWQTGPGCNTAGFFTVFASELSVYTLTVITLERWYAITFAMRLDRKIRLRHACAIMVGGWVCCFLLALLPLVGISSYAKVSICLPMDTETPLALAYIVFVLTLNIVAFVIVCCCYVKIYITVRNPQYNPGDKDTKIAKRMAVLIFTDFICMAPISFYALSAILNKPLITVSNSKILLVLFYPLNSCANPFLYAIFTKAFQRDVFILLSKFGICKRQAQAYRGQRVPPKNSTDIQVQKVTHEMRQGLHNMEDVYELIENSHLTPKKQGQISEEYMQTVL
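Antagonism was scored as loss of TSH-driven cAMP in TSHR cells, stimulated with 4nM TSH (EC80) for 2 hours at 37 deg C and detected by homogeneous HTRF competition immunoassay.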
PKM2 act: PKM2 (human) enzyme activation; P14618; purified PKM2, Kinase-Glo ATP luminescence, activation; response scale: 0% is enzyme alone, no compound; Potency, µM (doses to about 57.5 µM), inactives show at the top dose activation, hits mostly activators; actives 0.34% (n = 260,000); AID 1631; note: potency is the fitted concentration of half-maximal effect; % is set by controls: 0 for no effect and ±100 for the full control effect; nearly all actives have a fitted effect of over 55% in size
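Purified hPK-M2 (>95%) run at intermediate activity with 0.1 mM ADP and 0.5 mM PEP in 50 mM imidazole pH 7.2, KCl, MgCl2; 1 h room temperature. ATP formed read by Kinase-Glo luminescence; normalized to uninhibited and no-enzyme controls.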
GALK inh: inhibitors of human galactokinase | actives 0.007% (n = 270,000) | Potency, µM (highest dose often 57.5 µM), inactives show at the highest dose activity change, negative = inhibition, usual class: inhibitors | P51570 | Purified GALK, Kinase-Glo residual ATP luminescence; note: potency is the fitted concentration of half-maximal effect; % is set by controls: 0 for no effect and ±100 for the full control effect
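Galactose (100 uM) and ATP (35 uM) were turned over by 5 nM GALK for 1 h at RT. Kinase-Glo Plus then converted the remaining ATP into a luminescent signal.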
Eya2 phos inh: inhibitors of human Eya2 phosphatase activity; O00167; actives 0.006% (n = 330,000); Potency, µM (series often up to 76.9 µM), for inactives: at the top dose activity, negative = inhibition, hits mostly inhibitors; recombinant Eya2, OMFP fluorescence dephosphorylation (OMFP is methylfluorescein phosphate); note: potency is the fitted concentration of half-maximal effect; % is set by controls: 0 for no effect and ±100 for the full control effect
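Eya2 (0.2 uM) preincubated 10 min at ambient with compound, then OMFP substrate added at 50 uM; 10 min reaction in 50 mM HEPES pH 7.5, 50 mM NaCl, 5 uM MgCl2, 0.05% BSA, 1 mM DTT. Fluorescence read at Ex 485/Em 525 nm.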
MBNL1 CUG block: MBNL1-poly(CUG) RNA binding inhibition | Q9NR56 | Potency, µM (titrated, usually from 57.5 µM), for inactives: at the top dose activity change, negative = inhibition, usual class: inhibitors | TR-FRET MBNL1-His/biotin-(CUG)12 binding, 665/545 ratio | AID 2675 | actives 0.036% (n = 280,000); active = well fitted inhibition curve with a large enough effect in the signal ratio, with a control signal flat, not every such curve was filed as active; inconclusive = small, poorly fitted or top-dose-only effect, or effect the other way, or a change in a side signal; inactive = no such curve, though single readings can be large or run the other way; the % refers to the signal ratio; note: potency is the fitted concentration of half-maximal effect; % is set by controls: 0 for no effect and ±100 for the full control effect
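Compound titration spanned 92 nM–58 uM against the MBNL1-His/biotin-(CUG)12 complex. After 60 min at room temperature with 5 nM streptavidin-XL665 and 0.055 ng/ul terbium anti-His, ratiometric 665/545 nm emission (Ex 340 nm) normalized to controls.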
Mito fusion yeast: blocks mitochondrial division or promotes mitochondrial fusion; S. cerevisiae fusion-defective mutant growth rescue, CellTiterGlo 48 h; Potency, µM (series often up to 46.1 µM), for the others: top-dose growth rescue (activation), usual class: activators; actives 0.23% (n = 320,000);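 note: potency is the fitted concentration of half-maximal effect; % of control where 0% means no effect; nearly all actives have a fitted effect of over 45% in size; temperature-sensitive fusion mutants such as fzo1-1 at 37 °C on non-fermentable ethanol glycerol medium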
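Read-out: ATP-based luminescence (CellTiterGlo, 10 min ambient) reporting growth of fusion-defective ts yeast after 48 hours at 37C on glycerol/ethanol YPEG medium in the presence of compound.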
USP2a block: blocks human ubiquitin-specific protease USP2a; O75604; USP2 core, Ub-CHOP2 coupled fluorogenic reporter, 485/531; Potency, µM (titrated, usually from 38.3 µM), inactives show at the highest dose activity change, negative = inhibition, actives largely listed as inhibitors; actives 0.01% (n = 330,000); AID 463254;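 note: potency is the fitted concentration of half-maximal effect; plate controls were DMSO wells for no effect and full inhibition by NEM control for full effect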
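Cell-free coupled assay: 10nM USP2 core preincubated 30min RT with compound in Tris-HCl pH 8.0/CaCl2/CHAPS buffer, then 25nM Ub-CHOP2 and 25nM reporter substrate; fluorescence (Ex 485/Em 531) read after 60min RT, normalized to NEM inhibition, concentration-response curves fitted.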
Menin MLL FP TR: menin-MLL binding inhibition, Texas Red mutant peptide | Potency, µM (series often up to 61.6 µM), for the others: at the top dose FP activity change, negative = inhibition, usual class: inhibitors | Menin + Texas Red MLL mutant peptide, fluorescence polarization | actives 0.23% (n = 270,000) | AID 1768; active = well fitted inhibition curve with a large enough effect in the polarisation, with a control signal flat, not every such curve was filed as active; inconclusive = small, poorly fitted or top-dose-only effect, or effect the other way, or a change in a side signal; inactive = no such curve, though single readings can be large or run the other way; the % refers to the polarisation; note: potency is the fitted concentration of half-maximal effect; % of control where 0% means no effect; many of its hits are not listed in these tables
KCNH2 WT inh: KCNH2 (human, wildtype) channel inhibition. Q12809. U2OS, BacMam KCNH2, thallium flux FluxOr; active compounds read low. activity change, % at 1.84 µM. actives 0.37% (n = 340,000). AID 720551;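 active = maximum activity change below -70%; inconclusive = maximum activity change between -70% and -50%; inactive = maximum activity change above -50%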; note: % is set by controls: 0 for no effect and ±100 for the full control effect
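U2OS cells were transduced with wild-type KCNH2 virus (2.03 x 10^8 / mL) for 4 h at room temperature, then cultured overnight at 37 C. Thallium flux was read with FluxOr dye. Rate constants were normalized to DMSO controls.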
Numbers without * were called inactive; ? = inconclusive; . = no result given; [ ] = dose if it differs, or a comment. Unless noted, calls come from the whole dose curve; as a rule, active = well fitted curve in the direction sought with a large enough effect; inconclusive = small, poorly fitted or top-dose-only effect, or another doubt; inactive = no such curve, though single readings can be large; an effect the other way counts as inactive or inconclusive. Some of the compounds tested; count on the stated rates, not on these rows.

SMILES | Chronic BCR inh | ASM inhibitor | TSHR antag | PKM2 act | GALK inh | Eya2 phos inh | MBNL1 CUG block | Mito fusion yeast | USP2a block | Menin MLL FP TR | KCNH2 WT inh
COc1ccccc1N1CCN(C(=O)C2CCCN(c3ncnc4c3nc3n4CCCCC3)C2)CC1 (stereo not drawn) | 10% | 1% | -5 | . | -11% | 7% | -2% | -1% | 0% | . | -4
O=C(O)c1ccc(O)c(O)c1 | 7% | 3% | 1 | 17% | 3% | 11% | . | 1% | -1% | . | -4
C/C(=N\NC(=O)COc1ccc(C(C)(C)C)cc1)c1ccc(N2CCOCC2)cc1 | ? | -2% | 19 | 4% | 1% | 1% | . | -1% | -1% | -18% | .
COc1cccc(CN2CCN(Cc3ccon3)CC2CCO)c1 (stereo not drawn) | 2% | 2% | -6 | -26% | 0% | 7% | 7% | 1% | 5% | 1% | -5
COC(=O)c1cccc(Oc2cccc(C(F)(F)F)c2)n1 | 0% | -3% | -3 | -6% | 8% | 3% | -2% | -9% | -1% | 0% | -5
O=C(Nc1cccc(S(=O)(=O)Nc2ccccc2Cl)c1)c1ccc(N2CCCC2)c([N+](=O)[O-])c1 | 9% | -14% | -36 | 1% | 0% | -4% | -9% | 0% | 4% | ? | 23
COc1cc(C(=O)N[C@@H](C)C(=O)NCc2ccco2)cc(OC)c1OC | -6% | -1% | -1 | 0% | 10% | -10% | 2% | 5% | 1% | 6% | 6
Cn1c(SCC(=O)Nc2ccc3cn[nH]c3c2)nnc1-c1cnccn1 | ? | 6% | 6 | 0% | 7% | 13% | -2% | 0% | -1% | 9% | 2
O=C(C1CCCCN1S(=O)(=O)c1ccccc1)N1CCN(C(c2ccccc2)c2ccccc2)CC1 (stereo not drawn) | 9% | -1% | -8 | -1% | 1% | -7% | 3% | -6% | -13% | -14% | -5
O=C(C1CN(C(=O)c2cc3cc(Cl)ccc3o2)c2ccccc2O1)N1CCCCC1 (stereo not drawn) | -4% | -1% | -1 | . | . | -8% | . | 25% | 2% | . | 6
CC(Oc1ccc2c(-c3ccccc3)cc(=O)oc2c1)C(=O)N1CCC[C@@H]1C(N)=O (stereo partly drawn) | 2% | 0% | 1 | 0% | . | 4% | ? | -4% | -1% | -29% | 0
O=C(COC(=O)CNS(=O)(=O)c1ccc2ccccc2c1)Nc1ccc2c(c1)OCO2 | -16% | -8% | -14 | -13% | -3% | -6% | -2% | 1% | 3% | 28% | 21
O=C(Nc1ccc(NC(=O)c2cccc([N+](=O)[O-])c2)cc1)c1cccc([N+](=O)[O-])c1 | -3% | -4% | -3 | 9% | 4% | 1% | ? | -4% | 2% | ? | 9
O=C(O)c1cccc(N=NN2CCCCCC2)c1 | ? | 5% | 9 | -7% | 2% | 5% | . | -2% | 3% | 2% | 22
COc1cc(C(=S)N2CCOCC2)ccc1OS(=O)(=O)c1ccc(NC(C)=O)cc1 | 0% | 0% | -14 | -1% | 1% | 2% | . | -7% | 4% | 8% | -9
Cc1ccc(S(=O)(=O)NCC(=O)OCC(=O)N2CCN(C(=O)c3ccco3)CC2)cc1C | -4% | 2% | -4 | . | . | 20% | . | 4% | 2% | . | 1
COc1ccc(/C=C2/C(=O)OCc3cc(OC)c(OC)cc32)c(OC)c1 | ? | -5% | -4 | -4% | 1% | -26% | 0% | 10% | 3% | 0% | -7
O=C(NCCCN1CCOCC1)c1ccc(S(=O)(=O)Nc2ccccc2F)cc1 | 2% | 2% | 0 | . | . | 4% | . | 1% | 1% | . | 10
CN(c1ccccc1)S(=O)(=O)c1cccc(NC(=O)c2nn(C)c(=O)c3ccccc23)c1 | -1% | -18% | -3 | . | . | 19% | . | ? | -5% | . | -12
Cc1cccc(-c2noc(CCCC(=O)Nc3cccnc3)n2)c1 | ? | 2% | 10 | -3% | 0% | 1% | -10% | 0% | -1% | . | -1
C/C(N)=C(/C#N)C(=O)CSc1ncnc2ccccc12 | -10% | 0% | -1 | 1% | -1% | 18% | 2% | 3% | 0% | -12% | -6
COC(=O)c1cc(NC(=O)CC2C(=O)NCCN2C(=O)c2ccc(F)cc2)cc(C(=O)OC)c1 (stereo not drawn) | 10% | 2% | 8 | 3% | -1% | 2% | -2% | -11% | 2% | . | 12
CC(NC(=S)Nc1ccccc1)C1COc2ccccc2O1 (stereo not drawn) | 10% | -12% | -12 | 5% | -1% | -12% | -5% | 5% | 0% | 20% | -2
S=C(NCc1ccc(Cl)cc1Cl)NC1CCCCC1 | ? | -2% | -4 | 5% | 0% | 0% | -15% | -10% | 0% | ? | -9
CCOC(=O)c1c(C)[nH]c(C)c1S(=O)(=O)NCc1ccccc1OCC | 0% | -1% | 13 | -2%[0.46 µM] | 0% | -4% | -3% | -7% | 0% | -1% | 0
COc1cc(OC)cc(-c2nnc(SCC(=O)N(Cc3ccccc3)C(C)(C)C)o2)c1 | ? | -7% | -16 | 0% | -1% | -1% | -12% | ? | -7% | 16% | 0
c1ccc(-c2cn(C[C@H]3CC[C@@H]([C@@H]4CC[C@H](Cn5cc(-c6ccccc6)nn5)O4)O3)nn2)cc1 | -1% | 2% | -6 | 2% | . | -8% | 1% | 1% | 4% | -4% | -3
O=[N+]([O-])c1ccc(-[n+]2ccc3ccccc3c2)c([N+](=O)[O-])c1 | ? | -24% | 9 | . | . | 4% | . | 22% | -1% | . | 2
COC(=O)c1ccc(C(=O)OC)c(NC(=O)CN2CCCCC2)c1 | ? | 4% | -12 | -3% | -1% | -5% | -4% | -8% | 3% | ? | 1
O=C(CSc1nc2nn(-c3ccccc3)c(=O)c-2c2n1CCCCC2)Nc1ccc(F)cc1F | 0% | -10% | 3 | . | . | -4% | . | -1% | -1% | . | 22
NC(=O)c1ccsc1NC(=O)c1nc(-c2ccccc2)n(-c2ccccc2)n1 | ? | ? | -3 | 4% | 0% | -3% | 2% | 12% | 0% | 23% | -1
O=C(CS(=O)CC(=O)NC12CC3CC(CC(C3)C1)C2)Nc1ccc(F)cc1 (stereo not drawn) | 0% | -1% | 3 | . | 5% | -20% | -4% | -6% | 2% | . | -4
Cc1ccc(NC(=O)CN2CCc3ccccc3C2)cc1S(=O)(=O)N(C)C | -2% | 6% | 3 | 1% | -1% | -10% | 0% | -3% | 2% | -18% | -10
CC(C)(C)c1nnc(NC(=O)C2c3ccccc3Oc3ccccc32)s1 | ? | -8% | 14 | -22% | -1% | 0% | -9% | -9% | -4% | . | -7
O=C(CSc1nnc(CNC(=O)c2c(F)cccc2Cl)o1)c1ccccc1 | -6% | -5% | -8 | -26% | -3% | -4% | -20% | -1% | 0% | 28% | 20
COC(=O)c1c(NC(=O)C(=O)NCCCN2CCOCC2)sc2c1CC(C)(C)OC2 | -19% | -2% | 4 | 0%[0.46 µM] | -2% | -19% | 1% | -6% | 1% | 1% | 0
Cc1cc(C)c(S(=O)(=O)N(CC(=O)O)CC(=O)O)c(C)c1 | 10% | 0% | 5 | -9% | 0% | -1% | -3% | -3% | -3% | -9% | 0
CN(C)S(=O)(=O)NCCNC(=O)c1cc(OCC(F)(F)F)ccc1OCC(F)(F)F | ? | -2% | 3 | -1% | -1% | 9% | 1% | -2% | 0% | 10% | -7
NC(=O)CSc1nnc(-c2ccco2)n1-c1ccccc1 | 1% | 3% | -6 | . | -2% | 7% | -4% | -16% | 1% | -22% | -5
Cn1c(NNC(=O)c2ccc(C(C)(C)C)cc2)cc(=O)n(C)c1=O | 2% | 7% | 9 | -6% | 0% | -9% | -1% | -6% | -2% | 9% | 6
CCc1nnc(NC(=O)CCc2ccccc2OC)s1 | 3% | -8% | -10 | 3% | -1% | 8% | -10% | -2% | -4% | 5% | 5
